Bioassay records (PubChem)
SKN-1 block – suppressors of acrylamide-induced Pgst-4::GFP reporter in worms, primary screen, SKN-1 inhibitor project, whole organism, uHTS, GFP/RFP fluorescence ratio, strain VP596; C. elegans VP596 Pgst-4::GFP/RFP ratio, 24 h; inhibition, % at 21.8 µM; 0.49% of 360,000 active; AID 624304, 2012;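 active = interference check ratio from 0.5 to 1.5 plus GFP to RFP signal ratio inhibition reaching or exceeding a fixed threshold, cut at about 30% in these data, passing the limit was not always enough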; note: some compounds called inactive have numbers as strong as hits
bovine MsrA act – bovine MsrA enzyme activators, primary screen, biochemical, absorbance, HTS | 0.3% of 360,000 active | purified bovine MsrA, absorbance read-out | activation, % at 10.6 µM | AID 602163, 2012; in the data active = activation above about 7.5%;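 note: 0% = vehicle and 100% = reference activator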
Neddylation inh – inhibitors of cullin neddylation, primary screen, biochemical, TR-FRET, uHTS, NAE and Ubc12. AID 651699, 2012. calls only at 25 µM. 0.58% of 360,000 active; in the data active = inhibition above about 36%
Target sequence (P61081 whole entry, looked up): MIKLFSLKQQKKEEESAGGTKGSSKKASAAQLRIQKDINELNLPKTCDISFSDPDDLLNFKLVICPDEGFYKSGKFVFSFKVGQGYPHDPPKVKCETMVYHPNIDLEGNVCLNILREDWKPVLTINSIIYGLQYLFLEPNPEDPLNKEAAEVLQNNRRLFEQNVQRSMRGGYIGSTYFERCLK
Target sequence (Q13564 whole entry, looked up): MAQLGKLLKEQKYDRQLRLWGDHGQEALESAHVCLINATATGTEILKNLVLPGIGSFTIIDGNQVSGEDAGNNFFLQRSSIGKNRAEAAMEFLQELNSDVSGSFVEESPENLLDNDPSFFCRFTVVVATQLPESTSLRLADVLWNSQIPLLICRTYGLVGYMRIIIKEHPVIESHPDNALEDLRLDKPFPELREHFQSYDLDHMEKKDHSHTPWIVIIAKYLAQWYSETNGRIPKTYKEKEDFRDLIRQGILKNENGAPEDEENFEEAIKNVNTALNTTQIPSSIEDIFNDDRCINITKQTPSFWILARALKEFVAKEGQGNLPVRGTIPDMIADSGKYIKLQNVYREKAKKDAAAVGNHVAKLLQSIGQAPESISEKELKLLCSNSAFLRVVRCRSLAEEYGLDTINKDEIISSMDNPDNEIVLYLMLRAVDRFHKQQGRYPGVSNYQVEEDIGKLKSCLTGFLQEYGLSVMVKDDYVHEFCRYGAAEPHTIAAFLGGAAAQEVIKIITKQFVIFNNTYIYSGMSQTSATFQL
NRP1-CendR mod – modulators of CendR peptide binding to NRP-1, primary screen, biochemical, fluorescence polarization, uHTS. FAM-RPARPAR peptide binding to NRP-1. inhibition, % at 25 µM. 0.85% of 360,000 active;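 active = inhibition or corrected inhibition above about 18%, plus a signal ratio from 0.5 to 1.5, limit read from the data, passing the limit was not always enough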; note: strong numbers were not always called active
eLon inh – inhibitors of E. coli Lon protease, primary screen, biochemical, fluorescence polarization | P0A9M0 | purified E. coli Lon protease | inhibition, % at 7.94 µM | 0.42% of 360,000 active; in the data active = inhibition above about 13%, passing the limit was not always enough;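 note: 0% = enzyme with probe and DMSO and 100% = no enzyme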
MT1-MMP act inh – blockers of MT1-MMP proenzyme processing, primary screen, HT1080 RFP-PRO-GFP cells, GFP/RFP fluorescence. Matrix metalloproteinase-14 (Homo sapiens), P50281. GFP/RFP ratio fluorescence, overnight; percent of plate control window, DMSO zero. GFP/RFP ratio change, % at 20 µM. 0.061% of 360,000 active;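 active = GFP/RFP ratio change of at least 30% with cell ATP level not reduced by more than half and red fluorescence within 50% of control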; note: strong numbers were not always called active
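Assay system – RFP-PRO-GFP reporter HT1080 cells · Compound dosing – single dose of 20 µM compound, 1% DMSO final · Incubation – overnight compound exposure at 37 °C · Measure – GFP/RFP fluorescence ratio · Benchmarks – DMSO wells and RFP-L50D-GFP cells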
FAS-TE inh – FAS thioesterase domain inhibitors, primary screen, biochemical, fluorescence intensity, uHTS. AID 602261, 2012. inhibition, % at 15 µM. Fatty acid synthase (Homo sapiens), P49327. recombinant FAS-TE, OMFH fluorogenic substrate, fluorescence endpoint. 0.67% of 360,000 active;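 active = compounds whose normalised, plate-corrected inhibition of enzyme fluorescence in the single-dose primary screen is 50% or more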;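 note: 0% = DMSO with enzyme and 100% = substrate without enzyme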
MLLE-PAM2 inh – inhibitors of PABP1 MLLE–PAM2 peptide binding, primary screen, biochemical, fluorescence polarization, FITC-PAM2, GST-MLLE. Polyadenylate-binding protein 1 (Homo sapiens), P11940. inhibition, % at 20 µM. 0.36% of 360,000 active. AID 588489, 2011; in the data active = inhibition above about 35%, passing the limit was not always enough;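 note: plate controls were DMSO wells with GST-MLLE for no effect and wells lacking GST-MLLE protein for full effect; some results filed as inactive read as strong as hits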
Rin1 Abl inh – inhibitors of Rin1-Abl protein binding, primary screen, biochemical, TR-FRET. Tyrosine-protein kinase ABL1 (Homo sapiens) + Ras and Rab interactor 1 (Homo sapiens), …. inhibition, % at 7.35 µM. 0.4% of 360,000 active. AID 588664, 2011; in the data active = inhibition above about 5%, passing the limit was not always enough
Active calls of the source: *; i = inactive; · = not tested or not shown; + = active, no number.

SMILES | SKN-1 block | bovine MsrA act | Neddylation inh | NRP1-CendR mod | eLon inh | MT1-MMP act inh | FAS-TE inh | MLLE-PAM2 inh | Rin1 Abl inh
CCn1c(-c2ccco2)nc2ccccc21 | -6 | -2 | i | -10 | -12 | -11 | -7 | 12 | 0
COc1ccccc1-c1nc(-c2ccncc2)no1 | 9 | 1 | i | -6 | -4 | 0 | -10 | -1 | -1
c1ccc(-c2cc3c(-n4cccc4)ncnc3o2)cc1 | 9 | -3 | + | -28 | -5 | -5 | 16 | -15 | -7
O=C(Nc1ccc(Cl)cn1)c1ccccc1-c1ccccc1 | 19 | 1 | i | 11 | 6 | 0 | 5 | -7 | 2
Cc1ccsc1/C=C/c1n[nH]c(=O)c(C#N)c1C | -7 | -10 | i | 6 | 6 | 1 | -2 | -13 | 2
O=C(CSc1nc(-c2ccco2)cc(C(F)(F)F)n1)NN1CCOCC1 | -1 | -8 | i | 1 | -8 | -1 | 2 | -2 | -1
N=c1c(C(=O)NCC2CCCO2)cc2c(=O)n3ccccc3nc2n1Cc1ccccc1 (centres undefined) | 24 | -2 | · | -12 | 3 | -1 | -2 | -16 | -11
COc1ccc(NC(=S)NCc2cccnc2)cc1OC | -5 | -3 | i | 18 | 1 | 2 | -2 | -8 | 1
O=C(NCC(=O)N(c1ccccc1)C(C(=O)NCC1CCCO1)c1ccccc1)c1ccco1 (centres undefined) | 30 | -1 | i | 17 | 4 | -7 | -4 | -2 | -3
Cc1ccccc1OCC(=O)N/N=C/c1ccc2c(c1)OCCO2 | -1 | -7 | i | -1 | 10 | -4 | 2 | -6 | -3
Cc1ccc(-c2nc(CN(C)C(C3CC3)C3CC3)c(C)o2)cc1 | 2 | -3 | i | -5 | 0 | -3 | -2 | -5 | 3
COc1ccc(OCC(=O)NCC(c2ccc(OC)cc2)N2CCCCC2)cc1 (centres undefined) | 3 | -2 | i | 2 | 5 | 1 | -3 | -4 | 1
COc1ccc(F)cc1S(=O)(=O)NCCN1CCOCC1 | 10 | -2 | i | 15 | 13 | 0 | -5 | -3 | 0
COc1ccc(C2(CNC(=O)c3ccc(Br)o3)CCOCC2)cc1 | 9 | 0 | i | -2 | -4 | -1 | -1 | 3 | -3
Cc1ccc(NC(=O)C(C)c2cccc(C(=O)c3ccccc3)c2)cc1O (centres undefined) | -5 | -2 | i | -13 | 16 | -4 | 7 | -4 | -4
C=C1C(C(=O)Nc2cccc(OC)c2)C1C(=O)Nc1cccc(OC)c1 (centres undefined) | 14 | -3 | i | -11 | 2 | 0 | 0 | -4 | 1
O=C1NN=C2CCCCCCC12 (centres undefined) | 17 | -16 | i | 4 | 4 | 3 | -3 | 8 | 3
Cc1ccccc1Cn1cc(NC(=O)c2noc(C(C)C)c2[N+](=O)[O-])cn1 | 0 | -3 | i | 12 | 10 | -2 | 7 | 8 | 1
Cc1ccc(Cl)cc1-c1cc(C(=O)NCc2ccc(C(F)(F)F)cc2)[nH]n1 | 7 | -1 | i | -5 | 9 | 2 | 30 | -4 | -3
CCN(C[C@H]1N[C@@](Cc2ccccc2)(C(=O)OC)[C@H]2C(=O)N(Cc3ccccc3)C(=O)[C@@H]12)S(=O)(=O)c1ccc(C)cc1 | 3 | 1 | i | -13 | -2 | 1 | 34 | 6 | -1
Cc1ccccc1NS(=O)(=O)c1ccc2c(c1)NC(=O)CCS2 | 7 | -4 | i | -2 | 1 | -3 | -6 | 2 | -1
CC(C)CCNC(=O)NC(=O)CSc1nnc(COc2ccccc2Cl)o1 | 6 | -8 | i | 6 | 8 | -1 | -8 | 2 | 3
O=c1cc(N2CCN(Cc3ccccc3)CC2)[nH]c(=O)n1-c1ccc(Br)cc1 | 9 | -1 | i | -1 | 2 | 2 | -9 | 13 | 3
CCN(CC)CCN(C(=O)CCS(=O)(=O)c1ccccc1)c1nc2cc3c(cc2s1)OCO3 | 13 | 2 | i | 10 | -4 | -2 | 4 | -1 | 1
CCCCNc1nc2c(-c3ccccc3)nnn2c2ccccc12 | 6 | -11 | i | 1 | 3 | 2 | -4 | -6 | -2
CC1(C)O[C@@H]2CC3C4C[C@H](F)C5=CC(=O)C=CC5(C)C4C(O)CC3(C)[C@]2(C(=O)CO)O1 (some centres undefined) | 7 | 0 | i | -7 | -1 | -4 | -3 | 8 | 0
Cc1ccc(S(=O)(=O)NCCC(=O)NCc2ccco2)cc1 | 3 | -3 | i | 8 | -5 | 2 | -6 | -2 | 3
O=C(Nc1ccc(NC(=O)C2CC2)cn1)c1ccccc1 | -13 | -1 | i | -8 | -6 | 5 | -3 | -5 | -2
Cc1ccc(C(=O)O)cc1S(=O)(=O)N1CCSCC1 | -5 | -1 | i | 4 | -1 | 2 | -4 | 2 | 1
Cc1cc(C(=O)OCC(=O)N2CCN(c3ccccc3)CC2)c2ccccc2n1 | -2 | -2 | i | -13 | -6 | -2 | 3 | -76 | -1
NS(=O)(=O)c1ccc(NC(=O)Nc2ccccc2)cc1 | -3 | -1 | i | -6 | 16 | 1 | -6 | -13 | -4
Cc1ccc(N(CC(=O)N2CCCC2)S(C)(=O)=O)cc1C | 8 | -3 | i | 11 | 13 | -1 | 0 | 5 | -2
Cc1cccc(N2C(=O)CC(NNc3nc4ccccc4s3)C2=O)c1 (centres undefined) | -11 | -10 | i | -4 | 1 | 0 | 3 | 3 | 6
Cc1cccc(NC(=O)c2ccccc2OCC(=O)c2ccccc2)c1 | -20 | -2 | i | 12 | -4 | -8 | 26 | -5 | 0
CNS(=O)(=O)c1cc(S(=O)(=O)NC)c2cccc3c2c1NC3=O | 19 | 0 | · | 6 | -13 | -4 | -2 | 6 | -6
Cc1ccc(COc2cccc3c2CCN(Cc2ccc(F)cc2)C3=O)cc1 | 6 | -3 | i | -2 | 0 | -11 | 32 | 18 | 1

Overlap with the part before: two entries; new compounds follow.
SMILES | SKN-1 block | bovine MsrA act | Neddylation inh | NRP1-CendR mod | eLon inh | MT1-MMP act inh | FAS-TE inh | MLLE-PAM2 inh | Rin1 Abl inh
CNS(=O)(=O)c1cc(S(=O)(=O)NC)c2cccc3c2c1NC3=O | 19 | 0 | · | 6 | -13 | -4 | -2 | 6 | -6
Cc1ccc(COc2cccc3c2CCN(Cc2ccc(F)cc2)C3=O)cc1 | 6 | -3 | i | -2 | 0 | -11 | 32 | 18 | 1
COc1ccc(NC(=O)C2CCCN(S(=O)(=O)c3ccc4c(c3)oc(=O)n4C)C2)cc1OC (centres undefined) | -17 | -3 | i | 0 | -8 | 2 | -9 | 12 | 1
Cc1ccc(C)c(C(=O)CCC(=O)NNC(=O)Cn2nc(C)cc2C)c1 | 17 | -1 | i | -6 | 5 | 4 | -6 | 4 | 3
CN(C)S(=O)(=O)c1ccc(N2CCCC2)c(C(=O)NNC(=O)c2ccc(F)cc2)c1 | -12 | -12 | i | -5 | -5 | 5 | 0 | -10 | 0
COc1ccc(OC)c(S(=O)(=O)NC2CCSc3ccccc32)c1 (centres undefined) | 0 | 0 | i | -3 | -6 | -4 | 3 | 12 | 2
COc1cc2c(cc1OC)C(C(=O)N1CCOCC1)C(c1cccs1)N(C)C2=O (centres undefined) | -23 | 1 | i | 4 | -8 | -2 | -9 | 8 | 1
Cc1cccc(S(=O)C(c2ccccc2)c2ccccc2)c1 (centres undefined) | -14 | -6 | i | -2 | -11 | -3 | 3 | 35 | 2
CCOc1ccc(NC(=O)COC(=O)c2cc([N+](=O)[O-])ccc2N2CCOCC2)cc1 | 8 | -3 | i | 9 | 3 | 2 | 61* | -11 | -1
O=C(Nc1ccccc1)c1ccc(N2CCN(c3ccccn3)CC2)c(S(=O)(=O)N2CCOCC2)c1 | -10 | -14 | i | -2 | 4 | 1 | 25 | 7 | 2
Cc1noc(C)c1S(=O)(=O)Nc1ccc(C(=O)N2CCN(c3ccc(F)cc3)CC2)cc1 | -8 | -3 | i | -1 | -2 | 3 | -2 | -2 | 2
Cc1ccc(S(=O)(=O)N2CCN(C(=O)c3cccs3)CC2)cc1 | -3 | -3 | i | -2 | -6 | 3 | 1 | 2 | 4
CCN(CC)C(=O)NC1CC(=O)N(c2ccc(OC)cc2)C1 (centres undefined) | 4 | -5 | i | -71 | -1 | -1 | -15 | -9 | -3
Cc1c(C)c2ccc(OC(C)C(=O)NC3CCN(Cc4ccccc4)CC3)cc2oc1=O (centres undefined) | 13 | -3 | · | 2 | -3 | 2 | -2 | 8 | -3
O=C(CSc1nc(-c2ccco2)cc(C(F)(F)F)n1)Nc1cccnc1 | 3 | -1 | i | 8 | -5 | 2 | -4 | -2 | 0
COc1ccc(/C=N/n2c(SC)nnc(C(C)(C)C)c2=O)cc1 | -1 | -5 | i | -5 | 8 | -1 | -6 | 3 | 1
COc1cc(C(=O)OCC(=O)Nc2ccc(C(C)=O)cc2)ccc1OCC(=O)N1CCOCC1 | 3 | -3 | i | 2 | -20 | -5 | -10 | -19 | 1
C=CC[C@@H](CC(=O)N(CCO)Cc1ccccc1)C(=O)N[C@H](COC(=O)[C@@H](CC=C)Cc1ccc(F)cc1)Cc1c[nH]c2ccccc12 | -7 | -11 | i | 8 | 7 | -3 | 19 | -12 | 4
O=C(/C=C\c1cccs1)c1c(O)ccc2ccc(=O)oc12 | -14 | -7 | i | -8 | 9 | -5 | -10 | 11 | -4
O=C(COC(=O)c1ccc[nH]c1=O)Nc1ccc2c(c1)OC(F)(F)O2 | 1 | 0 | i | -2 | 2 | -2 | -3 | 13 | -6
O=C(OCc1nc2ccsc2c(=O)[nH]1)c1ccccc1 | 7 | 2 | i | 7 | -4 | 3 | -4 | -1 | -4
CCn1c2ccccc2c2nnc(SCC(=O)OCN3C(=O)c4ccccc4C3=O)nc21 | -20 | -6 | i | 1 | -4 | 3 | 2 | 7 | 2
O=C(/C=C/c1ccco1)OCC(=O)c1ccc(OC(F)F)cc1 | -3 | -2 | i | -13 | -1 | 2 | 16 | -17 | 1
CCC1CCCCN1C(=O)c1cc(S(=O)(=O)N2CCOCC2)ccc1C (centres undefined) | -13 | -6 | i | 9 | -15 | -2 | -3 | -1 | 6
COc1ccc(OC)c(-c2cc(C(=O)NCc3cccs3)no2)c1 | -1 | -12 | i | -7 | 4 | 1 | 20 | -9 | 0
CCOc1ccc(S(=O)(=O)N2CCN(Cc3ccccc3)CC2)cc1 | 25 | 1 | i | -4 | -2 | 0 | 14 | 7 | -2
CCOC(=O)/C=C/C(=O)Nc1ccc(-c2nnc3n2CCCCC3)cc1 | 18 | -6 | i | -1 | 1 | 2 | -7 | -27 | 6
CC(=O)Nc1ccc(NC(=O)CSc2ccc(-c3cccnc3)nn2)cc1 | 16 | -5 | i | 6 | -7 | -1 | -6 | 3 | -1
CS(=O)(=O)N1CCc2cc(C(=O)NC3CC3)ccc21 | 5 | -2 | i | 1 | -3 | 7 | -3 | -10 | 0

Record cards (already shown). Screens in order: SKN-1 block | bovine MsrA act | Neddylation inh | NRP1-CendR mod | eLon inh | MT1-MMP act inh | FAS-TE inh | MLLE-PAM2 inh | Rin1 Abl inh
Record of CCN(CC)C(=O)NC1CC(=O)N(c2ccc(OC)cc2)C1 (centres undefined) → 4 | -5 | i | -71 | -1 | -1 | -15 | -9 | -3
Record of CCn1c2ccccc2c2nnc(SCC(=O)OCN3C(=O)c4ccccc4C3=O)nc21 → -20 | -6 | i | 1 | -4 | 3 | 2 | 7 | 2
